Eya2 phos inh – blocks the phosphatase activity of human Eya2; O00167; recombinant Eya2, OMFP fluorescence dephosphorylation (OMFP is methylfluorescein phosphate); Potency, µM (top dose mostly 76.9 µM), without a hit: at the top dose activity, negative = inhibition, most hits filed as inhibitors; actives 0.006% (n = 330,000); AID 488837; note: potency is the fitted concentration of half-maximal effect
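Eya2 (0.2 uM) preincubated 10 min at ambient with compound, then OMFP substrate added at 50 uM; 10 min reaction in 50 mM HEPES pH 7.5, 50 mM NaCl, 5 uM MgCl2, 0.05% BSA, 1 mM DTT. Fluorescence read at Ex 485/Em 525 nm.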
Giardia kill – kills Giardia lamblia; Giardia lamblia trophozoite viability; activity change, % at 7.66 µM, hits read low; actives 0.15% (n = 340,000); AID 540267; in the data active = activity change below about -80%; inconclusive = between about -30% and that limit;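 note: parasites exposed to compound for two days anaerobically before the ATP read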
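Each well holds 100 Giardia trophozoites and compound. After two days (48 hrs) at 37 deg C in anaerobic conditions, ATP is quantified by luminescence.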
uPA generation – blocks generation of uPA at the cell surface; cell surface uPA generation assay, qHTS; Potency, µM (series often up to 38.3 µM), for the others: top-dose activity change, negative = inhibition, actives largely listed as inhibitors; actives 0.31% (n = 330,000); AID 540303; active = well fitted inhibition curve with a large enough effect; inconclusive = small, poorly fitted or top-dose-only effect; inactive = no such curve, though single readings can be large or run the other way; tested in mouse RAW 264.7 cells; note: potency is the fitted concentration of half-maximal effect; nearly all actives have a fitted effect of over 55% in size
KCNH2 3.1 block – inhibitors of human KCNH2 3.1 potassium channel isoform; actives 0.95% (n = 340,000); U2OS KCNH2 3.1, thallium flux FluxOr; hits give low values; activity change, % (tested at about 1.8 µM); AID 720553;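 active = maximum activity change below -70%; inconclusive = maximum activity change from -70% to -50%; inactive = maximum activity change above -50%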;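 note: thallium influx rate constant from kinetic fluorescence after stimulation buffer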
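FluxOr-based Tl+ influx in U2OS cells transduced with KCNH2 3.1 virus; rate constants normalized to DMSO controls.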
PKM2 activator – increases activity of human pyruvate kinase M2; purified PKM2, Kinase-Glo ATP luminescence, activation; response scale: 0% is enzyme alone, no compound; Potency, µM (highest dose often 57.5 µM), for inactives: top-dose activation, actives largely listed as activators; actives 0.34% (n = 260,000); P14618; note: potency is the fitted concentration of half-maximal effect; nearly all actives have a fitted effect of over 55% in size
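hPK-M2, >95% pure; 0.1 mM ADP / 0.5 mM PEP final; imidazole pH7.2 buffer w/ 7 mM MgCl2, 50 mM KCl; 1 h RT; Kinase-Glo lum. Intermediate enzyme activity for dual inhibitor/activator qHTS.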
B2AR arrestin – recruits beta-arrestin to the human beta2-adrenergic receptor | Potency, µM (doses to about 46.1 µM), for inactives: at the highest dose activation, actives largely listed as activators | beta-arrestin recruitment to beta2AR, cell-based reporter | actives 0.02% (n = 330,000) | AID 492947;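 note: potency is the fitted concentration of half-maximal effect; 0% = DMSO controls and full agonism = EC100 isoproterenol or metaproterenol; nearly all actives have a fitted effect of over 65% in size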
Chronic BCR inh – chronic active BCR signaling inhibition; ABC-DLBCL IkBa-CBG/CBR reporter, luminescence ratio, 4 h; Potency, µM (titrated, usually from 46.1 µM), for inactives: at the highest dose ratio change, negative = lower green/red ratio, usual class: inhibitors; actives 0.05% (n = 340,000); active = well fitted inhibition curve with a large enough effect in the signal ratio, with a control signal flat, not every such curve was filed as active; inconclusive = small, poorly fitted or top-dose-only effect, or effect the other way, or a change in a side signal; the % refers to the signal ratio;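 note: potency is the fitted concentration of half-maximal effect; plate controls were basal doxycycline-induced cells for no effect and cells given 10 µM MG132 for full effect; MG132 reads +100%, hits lower the ratio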
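Cell line TMD8 (human ABC DLBCL), stably expressing tet-inducible CBG68-IkBa fusion and CBR; IMDM/0.5% FBS; cpd up to 46 uM; dox induction, 4 h, 37C/5% CO2; dual luminescence; green/red ratio; MG132 control.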
FBPA coupling cs – counter-screen for Giardia aldolase inhibitors: coupling enzyme system. coupling enzyme system counterscreen, AmpLite Red fluorescence. activity change, negative = inhibition, % at 58.2 µM, hits read low. actives 0.67% (n = 290,000). AID 2472; in the data active = activity change below about -30%
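Counterscreen lacking aldolase: glyceraldehyde-3-phosphate coupling-enzyme reagent preincubated 10 min at RT with compound (at 57.5 uM final), then substrate/coupling system with AmpLite Red added; fluorescence read at 525/598 nm after 20 min RT.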
USP2a inh – blocks human ubiquitin-specific protease USP2a; O75604; Potency, µM (titrated, usually from 38.3 µM), without a hit: top-dose activity change, negative = inhibition, most hits filed as inhibitors; AID 463254; actives 0.01% (n = 330,000); USP2 core, Ub-CHOP2 coupled fluorogenic reporter, 485/531;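 note: potency is the fitted concentration of half-maximal effect; plate controls were DMSO wells for no effect and full inhibition by NEM control for full effect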
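Deubiquitinase activity read as fluorescence (485/531 nm) after Ub-CHOP2 cleavage activates the enterokinase reporter on its substrate; USP2 core 10nM, Ub-CHOP2 and substrate 25nM each, 30min compound preincubation then 60min RT; data normalized to NEM, curves fitted.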
hERG WT inh – blocks the wildtype human KCNH2 potassium channel. Q12809. AID 720551. activity change, % at 1.84 µM. U2OS, BacMam KCNH2, thallium flux FluxOr; hits give low values. actives 0.37% (n = 340,000);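 active = maximum activity change below -70%; inconclusive = maximum activity change between -70% and -50%; inactive = maximum activity change above -50%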
Target sequence (Q12809 whole entry, looked up): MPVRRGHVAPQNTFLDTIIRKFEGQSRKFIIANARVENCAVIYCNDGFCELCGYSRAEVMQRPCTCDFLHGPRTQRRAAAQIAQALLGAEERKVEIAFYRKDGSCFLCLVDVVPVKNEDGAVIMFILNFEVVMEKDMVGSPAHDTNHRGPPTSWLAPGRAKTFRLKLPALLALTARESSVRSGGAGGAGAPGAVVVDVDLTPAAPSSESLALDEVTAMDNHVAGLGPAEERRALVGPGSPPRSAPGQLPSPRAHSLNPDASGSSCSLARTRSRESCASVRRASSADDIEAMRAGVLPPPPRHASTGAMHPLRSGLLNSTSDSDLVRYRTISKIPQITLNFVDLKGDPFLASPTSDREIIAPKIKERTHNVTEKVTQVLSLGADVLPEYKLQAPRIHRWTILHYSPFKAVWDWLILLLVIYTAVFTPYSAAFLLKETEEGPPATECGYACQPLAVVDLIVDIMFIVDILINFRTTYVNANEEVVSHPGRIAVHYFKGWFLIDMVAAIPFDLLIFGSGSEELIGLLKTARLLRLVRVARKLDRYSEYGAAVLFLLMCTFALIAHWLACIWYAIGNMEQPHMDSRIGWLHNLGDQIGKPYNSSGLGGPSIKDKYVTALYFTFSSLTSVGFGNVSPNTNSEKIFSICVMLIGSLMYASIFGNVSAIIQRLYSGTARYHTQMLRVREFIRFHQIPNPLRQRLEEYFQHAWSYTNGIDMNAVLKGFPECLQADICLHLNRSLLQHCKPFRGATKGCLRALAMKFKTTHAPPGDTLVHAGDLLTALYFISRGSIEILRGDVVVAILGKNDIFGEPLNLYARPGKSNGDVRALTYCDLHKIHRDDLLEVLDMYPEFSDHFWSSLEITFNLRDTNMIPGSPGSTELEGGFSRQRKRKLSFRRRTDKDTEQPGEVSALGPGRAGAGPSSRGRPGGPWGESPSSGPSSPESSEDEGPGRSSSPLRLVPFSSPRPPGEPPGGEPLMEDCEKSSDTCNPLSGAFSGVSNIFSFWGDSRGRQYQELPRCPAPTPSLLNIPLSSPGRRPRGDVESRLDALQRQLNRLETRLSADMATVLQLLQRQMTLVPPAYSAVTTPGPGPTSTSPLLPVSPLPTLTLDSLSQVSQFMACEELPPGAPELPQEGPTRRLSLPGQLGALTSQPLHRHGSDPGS
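U2OS cells were transduced with wild-type KCNH2 virus (2.03 x 10^8 / mL) for 4 h at room temperature, then cultured overnight at 37 C. Thallium flux was read with FluxOr dye. Rate constants were normalized to DMSO controls.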
GALK inhibitor – galactokinase (human) inhibition; P51570; Purified GALK, Kinase-Glo residual ATP luminescence; Potency, µM (series often up to 57.5 µM), without a hit: top-dose activity change, negative = inhibition, usual class: inhibitors; actives 0.007% (n = 270,000); note: potency is the fitted concentration of half-maximal effect
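Luminescence from leftover ATP (Ultra-Glo luciferase/luciferin) served as read-out after a 1 h room-temperature reaction of 5 nM GALK with 35 uM ATP and 100 uM galactose.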
* marks the source's active call; other numbers are inactive results; ? = inconclusive; nt = not tested or not shown; & = joins results of further samples; [ ] = remark or other dose. Unless noted, calls come from the whole dose curve; as a rule, active = well fitted curve in the direction sought with a large enough effect; inconclusive = small, poorly fitted or top-dose-only effect, or another doubt; inactive = no such curve, though single readings can be large; an effect the other way counts as inactive or inconclusive. Unless noted, % is set by controls: 0 for no effect and ±100 for the full control effect. Outcome played no part in choosing rows; any-hit rate near 2.4%.

SMILES | Eya2 phos inh | Giardia kill | uPA generation | KCNH2 3.1 block | PKM2 activator | B2AR arrestin | Chronic BCR inh | FBPA coupling cs | USP2a inh | hERG WT inh | GALK inhibitor
Cc1cccc(OCc2nnc(SCC(=O)N3CCN(C(=O)c4ccco4)CC3)n2C)c1C | 7.6% | -16.2 | -8.9% | -3.3 | 9.0% | -0.5% | -4.2% | 1.3 | 2.5% | 1.8 | 2.8%
O=C1CCCN1CCCNS(=O)(=O)c1ccc(F)c(F)c1 | 1.8% | -9.8 | 7.9% | 15.9 | -6.8% | -0.6% | 0.8% | nt | 1.4% | 9.1 | -5.7%
COC(=O)NN=C1CCC(c2ccccc2)CC1 (configuration not stated) | 1.7% | 3.4 | 6.3% | 4.4 | -19.3% | 0.3% | -5.8% | nt | 1.9% | 10.9 | 6.4%
Cc1c(C(c2ccc(Br)cc2)c2c(C)n(C)n(-c3ccccc3)c2=O)c(=O)n(-c2ccccc2)n1C | 9.2% | 9.2 | -0.4% | 0.6 | -0.4% | -0.4% | ? | 0.3 | -0.3% | 11.7 | -0.3%
COc1ccc(C(=O)N2CCc3cc4c(cc3C2C)OCCCO4)cc1 (configuration not stated) | -17.7% | 3.4 | -16.1% | -11.8 | 43.1% | 0.2% | -20.5% | 2.1 | 2.3% | 0.6 | nt
CC(C)(C)[C@H]1COC(=O)[C@@H](Cc2ccc(F)cc2)C/C=C\C[C@@H](CC(=O)N[C@@H](CO)Cc2ccccc2)C(=O)N1 | 12.0% | 4.9 | ? | 6.3 | nt | -0.1% | 7.2% | nt | ? | 9.5 | nt
Cc1nn2c(N3CCOCC3)cc(C(C)(C)C)nc2c1-c1ccc(Cl)cc1 | -6.3% | 12.1 | 6.0% | -23.7 | nt | -0.2% | 4.4% | 0.4 | -1.0% | 0.3 | 1.4%
Cc1ccc(Cl)cc1OCC(=O)NCCOC(=O)Nc1sc(=S)n(C)c1C | -3.0% | -2.6 | 2.4% | 13.5 | -2.4% | 3.1% | -9.2% | 1.8 | 1.0% | -0.8 | 1.2%
Cc1ccc(CN2CCNC(=O)C2CC(=O)NCC(F)(F)F)o1 (configuration not stated) | 2.4% | 14.8 | -4.1% | 0.9 | -4.3% | 0.0% | 10.3% | 2.4 | 2.8% | -5.1 | 3.2%
CCOC(=O)c1cc(C(=O)NC(C)c2ccccc2)c(=O)[nH]c1C (configuration not stated) | 10.5% | 9.8 | -12.9% | -0.6 | -4.6%[11.5 µM] | -0.3% | 0.0% | 1.7 | -0.8% | 6.9 | -1.0%
COC(=O)C1(C)NC(c2cccs2)C2C(=O)N(c3ccc(F)cc3)C(=O)C21 (configuration not stated) | -1.4% | -3.3 | 1.9% | 3.4 | -4.3% | -0.6% | -1.4% | -0.2 | 3.8% | 19.3 | 6.6%
Cc1cccc(C)c1-n1cccc1/C=C1/C(=N)N2C(=NC1=O)SN=C2S(C)(=O)=O | 5.3% | 19.3 | 2.6% | 6.8 | 1.3% | -0.1% | ? | 7.0 | 2.2% | -2.4 | -12.9%
COc1ccc(S(=O)(=O)N2CCCC(C(=O)NC3CCCC3)C2)cc1OC (configuration not stated) | -0.1% | 13.8 | 1.6% | 19.5 | -8.6% | -0.3% | 15.5% | 1.5 | 1.6% | -7.8 | 0.3%
COc1cccc(-c2nnc(SCC(=O)NCc3ccc4c(c3)OCO4)n2Cc2ccco2)c1 | 8.3% | 15.1 | 6.2% | -7.4 | 11.0% | 0.2% | -9.9% | 3.4 | -4.0% | 6.6 | 4.6%
Cc1ccc(S(=O)(=O)N(C)c2ccc(OCC(=O)NCC3(N(C)C)CCCCC3)cc2)cc1 | -20.5% | 8.6 | -2.2% | -18.2 | nt | -0.1% | 4.3% | nt | 0.4% | 62.6 | nt
N#Cc1ccc(COC(=O)C2CCC(=O)N2)cc1 (configuration not stated) | 1.3% | -4.8 | -2.0% | -5.2 | -1.9% | -0.1% | ? | 5.0 | 4.9% | 5.2 | 2.6%
CCn1cnc2cc(NCc3nc4ccccc4n3Cc3ccccc3)ccc21 | -0.3% | -12.7 | -6.5% | ? | -29.6% | 0.1% | ? | -9.4 | -0.4% | 27.3 | 0.5%
COc1ccc(NC(=O)C2=C(C)Nc3ncnn3C2c2ccccc2C(F)(F)F)c(OC)c1 (configuration not stated) | 11.4% | 11.8 | 3.0% | 7.3 | -1.3% | -0.9% | -1.3% | 0.0 | 3.2% | -12.5 | 1.3%
O=S(=O)(NC1CCCC1)c1cccc(-c2nnc(-c3ccccc3)o2)c1 | -4.3% | -6.8 | nt | -5.5 | -15.3% | 0.0% | ? | 0.8 | -8.2% | 11.6 | 1.0%
O=C(Nc1ccon1)c1ccccc1F | 4.2% | 12.7 | nt | 0.9 | -0.9% | 0.0% | 1.6% | 3.0 | 0.1% | -8.1 | -1.7%
CCCCc1ccc(NC(=O)C(=O)NCCN2CCN(Cc3ccc([N+](=O)[O-])cc3)CC2)cc1 | 3.0% | 31.2[activator] | 3.4% | -169.1* | -1.8% | -0.4% | -3.2% | 0.9 | 7.2% | -245.1* | 1.4%
CC(=O)/C(N=Nc1cc(C)ccc1O)=C(\C)O | -3.0% | 25.4 | -0.8% | -15.2 | -1.6% | 0.5% | 6.9% | -8.6 | 1.8% | -7.8 | 0.0%
O=C1OCCC1Sc1nnc(-c2ccccc2Br)n1Cc1ccccc1 (configuration not stated) | 7.1% | -0.6 | 11.8% | 7.6 | -1.6% | 0.4% | -2.7% | 3.3 | 0.2% | 9.0 | 0.9%
CCSc1nc2ccc(OC)cc2cc1C#N | 0.3% | -15.5 | -2.1% | -1.7 | -7.0% | -0.1% | ? | 4.1 | 0.6% | -8.4 | -1.3%
NC(=O)Nn1c(CCC(=O)O)ccc1-c1ccc(F)cc1 | 2.5% | 0.0 | 0.7% | -1.5 | ? | -0.2% | 3.4% | -9.1 | -0.5% | 0.3 | -4.0%
CN1C(C(=O)NCc2ccccc2)CC2Cn3c(nc4cc(Cl)c(Cl)cc43)C21 (configuration not stated) | 13.9% | -2.2 | -11.2% | -9.2 | 1.7% | -0.5% | -6.0% | 1.6 | -0.4% | 11.7 | 3.8%
Cc1ccc2nc(-c3ccncc3)c(Nc3ccccc3)n2c1 | -14.2% | 7.8&-5.0 | 5.4% | -5.4 | -5.0% | 1.8% | 7.6% | 3.0 | -0.6% | -11.7 | 0.6%
CCN(CC)C(=O)c1[nH]cnc1C(=O)NCC(=O)OCc1ccccc1 | 3.3% | -16.8 | 6.0% | 36.8 | -6.8% | 0.4% | -13.1% | 0.3 | -1.0% | -4.9 | nt
Cc1cccc(C)c1C(=NCCCN(C)C)c1ccccc1 | 1.4% | -6.4 | -0.3% | 5.5 | -2.1% | -0.4% | -1.0% | 3.4 | -0.3% | 5.8 | -2.7%
CCCc1cc(=O)oc2c(C)c(OC3CCCCC3=O)ccc12 (configuration not stated) | 6.3% | 33.5[activator] | 15.0% | -1.9 | nt | 0.1% | ? | 3.8 | -0.4% | 1.2 | 1.1%
CN1CCN(c2cc3c(c4c2[nH]c2ccccc24)C(=O)CC(C)(C)C3)CC1 | -9.0% | -11.6 | -29.5% | -4.1 | -5.1% | -0.5% | ? | -10.2 | 0.6% | 28.4 | 2.0%
Cc1ccc(NC(=O)CN(C)S(=O)(=O)c2cccc3nsnc23)cc1Cl | 1.9% | -15.1 | 3.8% | 6.2 | -1.0% | -0.1% | 0.7% | 2.0 | -0.8% | 2.5 | -1.2%
Cc1cc(C)n2nc3nc4c(cc3c2n1)CCCC4 | -32.0% | 14.8 | -4.7% | -7.5 | -6.9% | -0.7% | ? | -20.5 | 4.0% | 9.0 | -0.4%
O=C(NCCCN1CCOCC1)c1ccc2c(c1)N(Cc1cccc(Cl)c1)C(=O)c1ccccc1S2=O (configuration not stated) | -3.1% | -5.4 | -18.1% | 0.5 | nt | 0.0% | 1.0% | -1.4 | 0.3% | 1.9 | 6.1%
CS(=O)(=O)N1CCN(c2ccc([N+](=O)[O-])c(NCc3ccccc3)c2)CC1 | -4.3% | 10.0 | 8.5% | 12.6 | 5.8% | 2.7% | 3.7% | -6.4 | -0.8% | -21.6 | -0.4%
Cc1cc2nc(CS)[nH]c2cc1C | 14.8% | -29.9 | -2.9% | -6.7 | -14.4% | -0.2% | -19.6% | -0.9 | -1.1% | -2.1 | 7.7%
CC(C)(C)OC(=O)NCCc1nnc(SCc2ccc(Cl)cc2)o1 | -28.8% | 0.1 | 3.5% | -10.8 | -4.3% | 0.0% | -0.1% | -5.7 | 1.4% | -15.1 | -3.6%
Cc1ccc(CSCCNS(=O)(=O)c2ccccc2)cc1 | -11.5% | -18.0 | 3.4% | 9.8 | 2.7% | -0.4% | -4.8% | 0.0 | 1.2% | -6.7 | 3.1%

Bioassay records deposited in PubChem BioAssay by National Center for Advancing Translational Sciences (NCATS).
